PrPC surface inh – reduces human prion protein on the cell surface. inhibition, % at 13.8 µM. 370,000 tested, 0.43% active. AID 720596. cell surface PrPC, TR-FRET read-out. P04156; in the data active = inhibition above about 24%; note: 0% = median of the test wells and 100% = reference compound wells
BoNT A protease – blocks Botulinum neurotoxin A light chain protease | multiplex microsphere protease substrate cleavage, flow cytometry | inhibition, % at 10 µM | 360,000 tested, 0.17% active | AID 588499; note: plate controls were buffer without enzyme for full effect and enzyme alone for no effect
3CLpro inhibitor – SARS-CoV 3CLpro protease inhibition; P0C6X7; recombinant SARS-CoV 3CLpro, quenched FRET peptide cleavage; inhibition, % at 6 µM; 290,000 tested, 0.14% active; in the data active = inhibition above about 12%
CCHF vOTU inh – blocks the CCHF virus ovarian tumor domain protease. inhibition, % at 11.5 µM. 370,000 tested, 0.55% active. CCHFV vOTU protease, Pep-AMC fluorescence. AID 651958; in the data active = inhibition above about 30%; note: 0% = vehicle wells with enzyme and 100% = no enzyme wells
Rv3671c protease – inhibitors of M. tuberculosis serine protease Rv3671c. P9WHR9. inhibition, % at 5.96 µM. 320,000 tested, 0.048% active; in the data active = inhibition above about 38%;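 note: extracellular domain of Rv3671c used as enzyme; 0% = enzyme with DMSO and 100% = no enzyme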
Target sequence (P9WHR9 whole entry, looked up, the tested form may be a part): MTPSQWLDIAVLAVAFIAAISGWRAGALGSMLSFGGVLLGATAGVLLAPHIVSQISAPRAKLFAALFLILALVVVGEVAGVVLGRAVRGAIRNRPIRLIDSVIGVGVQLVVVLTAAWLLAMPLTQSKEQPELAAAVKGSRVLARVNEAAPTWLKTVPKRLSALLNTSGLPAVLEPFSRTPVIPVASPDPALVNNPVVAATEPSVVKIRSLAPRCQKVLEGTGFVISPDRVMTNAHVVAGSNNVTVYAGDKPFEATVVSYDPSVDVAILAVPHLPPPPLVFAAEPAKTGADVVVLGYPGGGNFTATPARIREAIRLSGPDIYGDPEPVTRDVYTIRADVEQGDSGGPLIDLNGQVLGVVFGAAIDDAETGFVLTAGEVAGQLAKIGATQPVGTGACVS
MazEF act – increases E. coli MazEF RNase cleavage of RNA. FAM/BHQ RNA-DNA oligo cleavage fluorescence, 5 h. AID 504720. P0AE70. activation, % at 20 µM. 350,000 tested, 0.32% active; in the data active = activation above about 50%
Target sequence (P0AE70 whole entry, looked up): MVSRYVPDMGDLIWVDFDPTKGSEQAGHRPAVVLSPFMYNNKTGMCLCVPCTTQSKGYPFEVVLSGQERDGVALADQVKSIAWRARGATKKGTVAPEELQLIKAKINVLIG
Anthrax LF inh2 – anthrax lethal factor protease inhibition; P15917; multiplex microsphere protease cleavage assay, LF; inhibition, % at 10 µM; 360,000 tested, 0.12% active; AID 588501; note: plate controls were buffer without enzyme for full effect and enzyme alone for no effect
BoNT-F LC inh – BoNT F light chain protease inhibition | Multiplex microsphere protease cleavage assay, flow cytometry | inhibition, % at 10 µM | 360,000 tested, 0.22% active | AID 588497; in the data active = inhibition above about 35%, passing the limit was not always enough; inconclusive = no clear call, values can overlap the other calls; note: plate controls were buffer without enzyme for full effect and enzyme alone for no effect
SSB-PriA inh – blocks PriA binding to SSB C-terminal tail. AlphaScreen SSBct-PriA binding, biotinylated peptide. inhibition, % at 33 µM. 430,000 tested, 0.6% active; in the data active = inhibition mostly above about 37%, no sharp cut-off; inactive = mostly below about 20%;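 note: plate controls were negative control peptide for no effect and reference peptide for full effect; strong numbers were not always called active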
DUSP3 inh – inhibitors of human VHR1 phosphatase (DUSP3) | 290,000 tested, 0.52% active | recombinant VHR phosphatase, pNPP absorbance | inhibition, % at 13.3 µM; in the data active = inhibition above about 50%; note: some compounds called inactive have numbers as strong as hits
Target sequence (P51452 whole entry, looked up): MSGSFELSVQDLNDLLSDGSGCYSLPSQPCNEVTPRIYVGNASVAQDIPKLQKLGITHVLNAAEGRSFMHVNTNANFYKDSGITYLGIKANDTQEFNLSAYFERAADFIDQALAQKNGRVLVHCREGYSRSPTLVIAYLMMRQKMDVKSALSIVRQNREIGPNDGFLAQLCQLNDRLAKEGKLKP
The depositor's hits bear a star; u = inconclusive; x = not tested or not shown; & = joins results of further samples. Cut-off read from the data, not from the text of the source, unless noted: active = inhibition above about 30%; inconclusive = no clear call, values can overlap the other calls; inactive = below that. Only part of the results is shown; the hit share may differ from the screen's.

SMILES	PrPC surface inh	BoNT A protease	3CLpro inhibitor	CCHF vOTU inh	Rv3671c protease	MazEF act	Anthrax LF inh2	BoNT-F LC inh	SSB-PriA inh	DUSP3 inh
C=CCN1C=C2C(=O)C(C)(OC(=O)CCc3ccccc3)C(=O)C=C2C=C1c1ccc(C#N)cc1 (centres undefined)	-11	2.0	x	-2	-4	-8	-3	-15	-4	7
CN(C)S(=O)(=O)c1ccc(NC(=O)C2CCCN(C(=O)c3ccc(Cl)cc3)C2)cc1 (centres undefined)	6	-0.8	-4	-7	1	3	0	-8	-7	-2
COCCNC(=O)C1(C)CCN(Cc2csc(-c3ccc(Cl)cc3)n2)C1 (centres undefined)	-8	0.0	x	-5	x	x	-1	-5	x	x
COc1ccc(NC(=O)CCNC(=O)Cn2ccc3ccccc3c2=O)cc1OC	x	-0.5	-2	x	3	11	0	6	-4	21
O=C(CCCN1C(=O)/C(=C/c2ccccc2Cl)SC1=S)N1CCOCC1	-5	0.3	-2	14	-7	6	-1	6	-20	33
CC(=O)Nc1cccc(C(=O)NC(C)c2ccc(-n3ccnc3)cc2)c1 (centres undefined)	4	4.3	-3	-11	1	8	0	-5	-18	61
CC(C)[C@H](NC(=O)NCc1ccc(F)cc1)C(=O)O	-1	0.5	-3	-3	2	-5	4	2	0	-10
CCCSc1nnc(CSc2nc(C)cc(C)n2)n1C	6	1.1	1	5	0	10	0	6	-15	30
CCOC(=O)C(CSCC(=O)c1ccc(Cl)cc1Cl)NC(=O)OC(C)(C)C (centres undefined)	-2	1.4	-1	19	1	-3	-6	-18	-23	24
CC(O)(c1cccc(F)c1)c1nc(-c2ccc(Cl)cc2)cs1 (centres undefined)	2	0.2	x	14	x	x	-2	-3	x	x
COc1cc(S(=O)(=O)NCc2cccnc2)c(OC)cc1Br	4	x	-5	-1	-18	4	x	x	-11&-8	34
O=C(N/N=C\c1cccnc1)c1ccc(Br)s1	2	-2.6	0	-7	x	-1	-1	-2	x	23
Cc1ccccc1/C=N/Nc1nc2ccccc2[nH]1	-1	-0.7	0	-4	8	0	-3	-13	x	-5
CC(OC(=O)/C=C/c1ccccc1Cl)C(=O)NC1CCCCC1C (centres undefined)	1	9.7	x	2	-8	-25	-3	u	-6	x
Cc1cccc(NC(=O)CSc2nc(=O)n3ccccc3n2)c1C	-4	x	x	2	-3	-3	x	x	-10	x
CCc1nc(SCC(=O)O)c(C#N)cc1C	7	1.6	-5	-9	9	5	1	9	-6	33
NC(c1csc(Nc2cc(NCc3ccco3)ncn2)n1)c1ccccc1Cl (centres undefined)	11	-0.7	x	9	x	x	-7	-14	x	x
CCOC(=O)C1(C)CCN1C(=O)c1cccc(OC)c1 (centres undefined)	-5	-0.7	x	-13	x	x	3	-3	x	x
CCc1ccc(NC(=S)N2CCC(NC(=O)c3ccccc3OC)CC2)cc1	2	-1.5	3	14	5	6	1	-7	0	40
C/C(Cn1cnc([N+](=O)[O-])n1)=N\NC(=O)c1ccccc1O	-11	0.9	4	-4	1	1	-7	-1	x	15
CC(=O)Nc1nc(NC(=O)/C=C/c2ccccc2)n(-c2ccccc2)n1	2	-1.5	3	1	2	7	-2	-17	-3	-2
O=[N+]([O-])c1ccc(NC(=S)N2CCc3ccccc32)cc1	9	3.6	-4	5	x	3	0	17	26	23
COc1ccc2c(OC)cc(=O)n(C)c2c1	6	1.3	-1	24	-5	7	1	3	-2	-5
Cc1cc(C)nc(/N=C(\N)Nc2ccc(S(=O)(=O)O)cc2)n1	-8	-0.1	-3	-6	x	-1	-7	2	x	18
Cc1ccc([N+](=O)[O-])c(NC(=O)COC(=O)C2CC3CCCC(C2)C3=O)c1C (centres undefined)	-5	-1.9	2	4	-10	-1	1	-6	-7	5
Cc1ccc(OCCC(=O)OCC(=O)N2CCN(S(=O)(=O)c3ccc(C)cc3)CC2)cc1	-3	-83	x	5	0	0	-20	-127	-7	x
Cc1ccc(-c2nnc(-c3cccc(NC(=O)c4cccs4)c3)o2)cc1	-2	0.8	1	-4	-72	-8	-4	0	-2	13
CC(C)(C)c1cc(C(=O)O)nn1-c1ccccc1	0	0.0	-4	11	5	-2	0	13	-13	-5
O=C(C#Cc1ccccc1)c1ccccc1	3	-0.2	x	19	x	6	-10	-8	x	x
COc1ccc(CCNC(=O)COC(=O)/C=C/c2ccc(OC)cc2OC)cc1	-2	-0.8	x	8	-8	1	-4	-2	-23	x
CN(c1ccc(C(=O)N2CCN(Cc3ccc4c(c3)OCO4)CC2)cc1)S(C)(=O)=O	-3	1.6	2	2	8	-3	5	5	-8	-3
CCOC(=O)c1sc(NC(=O)CSc2nc3cccnc3n2C)nc1C	-7	-0.8	-4	7	4	-2	0	-6	-1	24
O=C(O)c1cccc(NS(=O)(=O)c2cccc3cccnc23)c1	1	-0.5	-1	2	-1	9	-1	6	-5	25
CCCCNC(=O)C1(C)CCN1C(=O)c1ccc(OC)c(F)c1 (centres undefined)	6	-0.3	x	-9	x	x	-7	6	x	x
COc1ccc2[nH]cc(C(=O)CN(C)C)c2c1	1	-0.7	x	-4	-4	9	-16	-6	-5	x
COc1ccc2c(c1OC)C(=O)OC2Nc1nc2ccccc2s1 (centres undefined)	9	-0.7	4	-12	1	3	-1	9	3	12
CC1CC(C)(C)n2c(O)c(N=NC(N)=S)c3cccc1c32 (centres undefined)	-9	1.0	2	11	-3	12	8	3	-6	1
Cc1ccc(S(=O)(=O)NCC(=O)OCC(=O)N(Cc2ccccc2)C(C)(C)C)cc1	-5	-0.3	0	18	-8	2	-1	-12	3	-10
COc1ccc(N2CCN(c3ccc(C(N)=O)cc3[N+](=O)[O-])CC2)cc1	-29	0.1	2	-2	-7	9	-2	-1	10	22
CC1CCCN(S(=O)(=O)c2ccc(C(=O)Nc3ccccc3-c3nc4ccccc4[nH]3)cc2)C1 (centres undefined)	2	0.5	-5	-7	-15	-5	2	1	-9	-18
O=C(c1cnn2c1NC(c1ccc(Br)cc1)CC2C(F)(F)F)N1CCN(C23CC4CC(CC(C4)C2)C3)CC1 (centres undefined)	0	-0.5	2	-4	0	3	-3	-8	25	3
CC(=O)c1[nH]c(C)c(C(C)=O)c1C	4	-0.6	-2	-10	0	-7	5	5	-1	19
Cc1c(C(=O)Nc2c3c(nn2C(C)(C)C)CS(=O)(=O)C3)cccc1[N+](=O)[O-]	-4	0.9	2	7	-4	5	-5	-2	-10	-9
Cc1ccc(C(=O)Cn2cccn2)cc1	2	0.5	-1	17	-2	8	-3	-6	-11	17
COc1ccc(/C=C2/SC(=O)N(CCC(=O)Nc3ccccc3C(=O)O)C2=S)cc1	3	1.8	4	-3	-2	-7	2	10	-8	1
COc1ccc(-n2c3c(c(=O)[nH]c2=O)C(C(F)(F)F)(C(F)(F)F)N=C(CC(C)C)N3)cc1	3	3.8	-2	-2	1	2	-1	6	-20	30
COc1ccc(C(=O)N/N=C(\C)CC(=O)Nc2ccc3c(c2)OCCO3)c(OC)c1	2	3.7	-4	0	5	11	-5	8	x	8
CCC(C(=O)NC1CCCC1)N(C(=O)Cn1nnc(-c2ccc(C)o2)n1)c1cccc(O)c1 (centres undefined)	5	2.4	3	11	16	8	2	7	3	36
Cc1ccc(C(=O)N2CCN(S(=O)(=O)N3CCCCCC3)CC2)cc1	3	0.2	0	5	7	-29	-12	21	7	22
CC(=O)c1ccc(N2CCN(C(=O)C3CCN(S(=O)(=O)c4ccc5c(c4)CC(C)N5C(C)=O)CC3)CC2)cc1 (centres undefined)	-2	0.1	-2	21	-3	3	0	-4	-5	28
Cc1cc(S(=O)(=O)Nc2c(NC3CCCCC3)c3ccccc3oc2=O)ccc1F	1	-0.3	-1	5	-3	3	0	1	-16	-6
Cc1ccc(NC(=O)CCC(=O)N/N=C/c2ccco2)c(C)c1	-5	0.4	4	9	9	2	0	-1	x	-7
Cc1c(C(O)CN2CCC(C(N)=O)CC2)c2ccccc2n1C (centres undefined)	1	-0.2	0	10	-9	8	-2	2	-2	10
Cc1ccc(C(C)C)c(OCC(=O)NC(=S)Nc2ccccc2N2CCOCC2)c1	1	-2.6	-1	13	3	-6	-3	-8	2	17
O=C(COC(=O)/C=C/c1ccco1)NCc1ccc2c(c1)OCO2	-6	-0.4	-3	7	4	0	-3	-3	-10	30
Cc1cc(C)n2nc(C(=O)OCC(=O)N(Cc3ccccc3)C(C)C)nc2n1	-3	x	x	12	x	11	x	x	-4	x
CCCN(Cc1ccc(N(C)C)cc1)CC1CC1	-3	-0.3	4	8	3	-1	-2	-2	-14	23
O=C(COC(=O)C1CC1)NCCc1ccc(Cl)cc1	5	x	x	-4	x	1	x	x	-9	x
CCOC(=O)C1CCN(C(=O)C2(NC(=O)Nc3ccccc3Cl)CCCCC2)CC1	3	-0.3	-1	1	4	-2	2	-12	-17	-22
CN(CCc1ccccc1)C(=O)c1cccc(NC(=O)Cc2cccc(NC(=O)C3CCN(C(=O)C4CCC4)CC3)c2)c1	-1	-0.1	x	-3	x	-1	1	-2	0	x

Later entries.
SMILES	PrPC surface inh	BoNT A protease	3CLpro inhibitor	CCHF vOTU inh	Rv3671c protease	MazEF act	Anthrax LF inh2	BoNT-F LC inh	SSB-PriA inh	DUSP3 inh
Cc1cc(Oc2ccc(Cl)cc2)nc(SCC(=O)c2ccccc2)n1	14	-0.6	-9	2	-4	-15	-2	-4	-19	-7
COc1cc(CNC(=O)c2cccc(COc3ccc(Cl)cc3)c2)cc(OC)c1	5	-3.5	2	12	-44	-6	1	-23	-41	26
CC(=O)Nc1ccc(NC(=O)COc2c(C)cc(Br)cc2C)cc1	-1	-0.4	3	6	4	23	-4	-5	-4	-2
CC(=Nc1ccc2c(c1)CCC2)c1c(O)n(-c2ccccc2)c(=O)[nH]c1=O	-5	-0.4	-4	-3	2	6	-6	u	-6	17
CCOC(=O)CC(=O)CSc1nc2c(c(C)c1C#N)CCC2	1	0.0	5	-2	3	11	-2	-1	-19	-8
CCn1c(SCC(N)=O)nc2c(c1=O)C1(CCCC1)Cc1ccccc1-2	-5	0.2	3	0	-10	3	2	-3	0	-13
COC(=O)C1=C(c2ccc(F)cc2OCc2ccccc2)C[C@@H]2CC[C@H]1N2C(=O)NCc1ccccc1Br	1	-0.4	x	8	-22	-6	1	2	9	x
CC(C)OC(=O)CCNc1n[nH]c(=O)[nH]c1=O	3	0.1	-1	-1	0	-1	-3	0	3	6
CC(C)CC(=O)Nc1c2c(nn1-c1ccc(F)cc1)CS(=O)(=O)C2	6	-1.6	2	10	8	15	-10	9	-10	2
O=C(CCCC(=O)N(CC(=O)NC1CCCCC1)c1cccc(F)c1)Nc1ccccn1	-2	0.0	-2	7	-2	1	3	0	-6	8
CCOC(=O)N1CCC(NC(=O)c2ccc(CNS(=O)(=O)c3ccc(F)cc3)cc2)CC1	x	-8.2	6	x	7	-6	-2	-7	-11	11
CN(C)S(=O)(=O)Oc1cc(Cl)ccc1C(=O)Nc1ccc(F)cc1F	-5	1.1	2	-6	-2	-3	-5	6	5	30
Cc1cc(C)c2cc(CN(Cc3nnnn3Cc3ccc(F)cc3)C3CCCC3)c(=O)[nH]c2c1	3	0.5	6	-12	-4	-1	-1	4	-13	13
O=C(Cc1ccccc1)NCC1OCCc2ccccc21 (centres undefined)	-1	0.0	-4	0	-1	12	2	-1	8	18
CCCCOC(=O)CNc1n[nH]c(=S)[nH]c1=O	-2	u	0	-3	-5	-1	0	6	-6	15

Some of the entries so far, with two lines to a compound:
Each structure is followed by: PrPC surface inh | BoNT A protease | 3CLpro inhibitor | CCHF vOTU inh | Rv3671c protease | MazEF act | Anthrax LF inh2 | BoNT-F LC inh | SSB-PriA inh | DUSP3 inh
> CC(C)OC(=O)CCNc1n[nH]c(=O)[nH]c1=O
  3 | 0.1 | -1 | -1 | 0 | -1 | -3 | 0 | 3 | 6
> CC(C)CC(=O)Nc1c2c(nn1-c1ccc(F)cc1)CS(=O)(=O)C2
  6 | -1.6 | 2 | 10 | 8 | 15 | -10 | 9 | -10 | 2
> O=C(CCCC(=O)N(CC(=O)NC1CCCCC1)c1cccc(F)c1)Nc1ccccn1
  -2 | 0.0 | -2 | 7 | -2 | 1 | 3 | 0 | -6 | 8

Screening data deposited in PubChem BioAssay by several laboratories.
